# Measles CPE: protection of cells from measles virus. Measles virus-infected cells, CPE protection, absorbance. protection (pct of control), % at 4 µM. hit rate 1.5% among 140,000. AID 841; in the data active = protection mostly above about 24%, no sharp cut-off; inactive = mostly below about 26%; also: some compounds called inactive have numbers as strong as hits
# Yeast growth inh: yeast BB579 growth reduction in restrictive medium; S. cerevisiae BB579 growth, OD615, 48 h; inhibition, % at 10 µM; hit rate 0.51% among 140,000;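 active = inhibition above a set limit, 3 SD over the mean compound inhibition, cut at about 44% in these data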; also: inactives centre near -24
#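 Test system: DeaD yeast strain BB579 / Buffer or medium: restrictive glucose-based CSMM-D medium / Doses: single 10 µM dose / Schedule: 4 h cell preincubation, 48 h compound exposure, 30 °C humidified / Technique: culture absorbance at 615 nm / Controls: amphotericin B positive control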
# NPY-Y2 antag: blocks the human neuropeptide Y Y2 receptor; hit rate 0.99% among 140,000; inhibition, % at 2.7 µM; NPY-Y2 expressing cells, antagonist mode; AID 793; P49146; in the data active = inhibition above about 17%;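 also: 0% = vehicle with agonist challenge and 100% = reference antagonist with challenge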
# Target sequence (P49146 whole entry, looked up): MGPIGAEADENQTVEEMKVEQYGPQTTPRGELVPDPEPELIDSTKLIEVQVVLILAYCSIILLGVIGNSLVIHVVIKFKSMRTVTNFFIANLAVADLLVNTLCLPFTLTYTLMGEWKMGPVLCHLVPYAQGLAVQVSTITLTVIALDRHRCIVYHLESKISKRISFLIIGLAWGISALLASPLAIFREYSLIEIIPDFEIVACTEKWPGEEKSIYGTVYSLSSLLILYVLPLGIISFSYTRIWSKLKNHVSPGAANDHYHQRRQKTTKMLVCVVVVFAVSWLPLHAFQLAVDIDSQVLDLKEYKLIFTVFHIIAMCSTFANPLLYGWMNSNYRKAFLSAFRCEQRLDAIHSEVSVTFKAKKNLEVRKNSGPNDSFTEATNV
# bCat KO growth: beta-catenin-lacking colon tumor cell growth suppression. AID 818. viability, % at 10 µM. HCT116 beta-catenin knockout viability, CellTiter-Glo, 60 h; active compounds read low. hit rate 1.5% among 140,000;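 active = viability at or under a set limit, the compound median less 4 SD, cut at about 6% in these data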;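 also: 0% = Hyamine 1622 control at 20 µM and 100% = untreated cell control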
# GALR2 antag: blocks the human galanin receptor 2 | GALR2-expressing cells, antagonist mode | inhibition, % at 4 µM | hit rate 0.39% among 140,000 | AID 828; in the data active = inhibition above about 27%;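 also: cells stimulated with galanin 1-16 at roughly its EC80; 0% = agonist challenge control and 100% = basal control without agonist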
# Target sequence (O43603 whole entry, looked up): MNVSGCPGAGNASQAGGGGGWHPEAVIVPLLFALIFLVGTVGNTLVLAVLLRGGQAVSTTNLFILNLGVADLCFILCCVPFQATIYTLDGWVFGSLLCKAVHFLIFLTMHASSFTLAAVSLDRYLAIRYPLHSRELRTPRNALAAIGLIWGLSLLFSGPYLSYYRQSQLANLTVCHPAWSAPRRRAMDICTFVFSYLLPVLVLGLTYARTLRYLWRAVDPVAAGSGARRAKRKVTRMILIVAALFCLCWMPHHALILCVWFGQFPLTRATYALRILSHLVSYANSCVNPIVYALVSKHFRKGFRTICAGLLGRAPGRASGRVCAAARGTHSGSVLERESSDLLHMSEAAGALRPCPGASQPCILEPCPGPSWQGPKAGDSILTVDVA
# MRP-1 activ: MRP-1 activation; hit rate 0.61% among 140,000; AID 799; viability increase, % at 10 µM; H69AR cells + doxorubicin, viability rescue, CellTiter-Glo;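 active = viability gain under doxorubicin at or above a set limit, the compound median plus 3 SD, cut at about 4.7% in these data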;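 also: MRP-1 overexpressing cells given doxorubicin 25 µM after compound pretreatment; 18-22 h compound pretreatment then 72 h with doxorubicin before readout; 0% = doxorubicin-only wells and 100% = vehicle-treated cells without doxorubicin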
# E-sel TNF inh: blocks E-selectin expression induced by TNF alpha. HUVEC TNFa-induced E-selectin immunofluorescence, high content. hit rate 0.71% among 120,000. inhibition, % at 2 µM;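 active = inhibition above the batch mean plus 3 SD, and confirmed as a hit on visual image review, cut at about 43% in these data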;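 also: 0% = TNF-stimulated DMSO wells and 100% = unstimulated control wells; not every result past the cut was called active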
# HCT116 PTEN-null: growth suppressors of cells with PTEN tumor suppressor deletion | HCT116 PTEN-null viability, CellTiter-Glo, 60 h; active compounds read low | viability, % at 10 µM | hit rate 1.2% among 140,000;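 active = viability at or below a set limit, 4 SD under the median of all tested compounds, cut at about 3.7% in these data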;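 also: PTEN knockout HCT116 line with beta catenin targeted HCT116 as companion control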
# Yeast lifespan up: extends the lifespan of yeast; inhibition of the nicotinamide effect, % at 10 µM; hit rate 0.68% among 130,000; S. cerevisiae growth with nicotinamide, OD615; deaD strain in restrictive glucose medium;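 active = inhibition above a set limit, placed 3 SD over the median of all compounds, cut at about 26% in these data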;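 also: 0% = nicotinamide-treated wells and 100% = cells grown without nicotinamide; some compounds called inactive have numbers as strong as hits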
#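 Assay system: engineered S. cerevisiae DeaD replicative-lifespan strain, galactose-grown log-phase cells; medium: restrictive CSMM-D dextrose medium; also added: nicotinamide, 1.5 mM, co-present with compound; schedule: 48 h compound exposure at 30 °C, humidified; detection: absorbance at 615 nm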
# Phagocytosis inh: inhibitors of macrophage phagocytosis; J774A.1 macrophage IgG-bead phagocytosis, imaging; inhibition, % at 5 µM; hit rate 0.07% among 110,000; AID 1029;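 active = inhibition above the mean of the plate negative controls plus 5 SD, cut at about 13% in these data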;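 also: phagocytic index as fraction of beads internalized from green versus red external bead signal; plate controls were DMSO negative control for no effect and cytochalasin-D positive control for full effect; some results beyond the cut were filed as inactive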
# * = called active by the depositor; / = not tested or not shown.
1: CCOc1ccc(NC(=O)CCSc2ccc(C)cc2)cc1
2: COCCn1c(SCC(=O)NCc2cccs2)nnc1-c1ccc(OC)cc1
3: COC(=O)C1=C(CN2CCN(C)CC2)NC(=O)NC1c1cc(C)ccc1C (centres undefined)
4: CN(CC(=O)Nc1ccccc1Cl)C(=O)CSc1nc2ccccc2s1
5: Cc1ccccc1OCC(=O)Nc1sc2c(c1C#N)CCC2
6: C=C(CC)C(=O)c1ccc(OCC(=O)O)c(Cl)c1Cl
7: COc1ccc(OCCn2c(=N)n(CCO)c3ccccc32)cc1
8: O=C(CN1CCCCC1)Nc1cccc(Br)c1

entry no.	1	2	3	4	5	6	7	8
Measles CPE	5	7	13	22	10	9	5	6
Yeast growth inh	-44	-35	-52	-34	-61	-33	-43	-24
NPY-Y2 antag	5	3	-1	5	3	1	0	2
bCat KO growth	91	94	98	82	94	72	75	97
GALR2 antag	-8	-4	-1	17	4	13	-2	-19
MRP-1 activ	-2.4	-0.1	-0.7	-2.2	0.8	-3.6	-2.6	-0.4
E-sel TNF inh	/	4	-12	-5	24	/	37	-23
HCT116 PTEN-null	94	91	95	84	100	72	84	104
Yeast lifespan up	-2	2	-10	-5	-9	58*	-5	-5
Phagocytosis inh	/	-1	/	-7	0	/	-1	0

9: CC12CCC(C/C1=N\N=C1\NC(=O)/C(=C\c3cccc(Br)c3)S1)C2(C)C (centres undefined)
10: COc1ccc(N2CCN(c3oc(-c4ccco4)nc3C#N)CC2)cc1
11: O=C(CNc1ccc2ccccc2c1)N/N=C/c1ccc([N+](=O)[O-])o1
12: COc1ccc2c(CC(=O)OCC(=O)N3CCc4ccccc43)coc2c1
13: COc1ccccc1NC(=O)C(CCS(C)(=O)=O)N1C(=O)c2ccccc2C1=O (centres undefined)
14: CC(C)(C)c1[nH]nc2c1C(c1cccnc1)C(C#N)=C(N)O2 (centres undefined)
15: CCN(CC(=O)Nc1ccc(NC(C)=O)cc1)C(=O)/C=C/c1cccs1
16: COc1ccc(NC(=O)CSCc2ccccc2C)cc1

entry no.	9	10	11	12	13	14	15	16
Measles CPE	7	21	16	5	21	8	44*	6
Yeast growth inh	-45	-8	12	-13	13	1	-2	-30
NPY-Y2 antag	3	7	-1	8	0	0	2	4
bCat KO growth	67	99	20	94	94	97	103	104
GALR2 antag	-11	-2	14	19	5	-1	3	0
MRP-1 activ	-2.4	0.1	-4.0	-2.5	-1.7	-2.4	-0.6	-0.4
E-sel TNF inh	/	/	/	-27	20	/	8	1
HCT116 PTEN-null	69	90	8	100	92	97	98	92
Yeast lifespan up	5	-17	-6	-7	-5	-18	2	-5
Phagocytosis inh	-9	-1	-7	-4	-1	-2	-5	-2

17: CC(Sc1nnc(NCc2ccccc2)s1)C(=O)Nc1ccc2c(c1)C(=O)c1ccccc1C2=O (centres undefined)
18: Cc1ccc(NC(=O)C2C3CCCC2C3c2ccccc2)c(C)c1 (centres undefined)
19: Cc1nn(-c2ccc(F)cc2)c2sc(C(=O)O)cc12
20: COc1ccccc1N1C(=O)CC(Nc2ccc(N3CCOCC3)cc2)C1=O (centres undefined)
21: CCn1c(COc2ccccc2C)nnc1SCC(=O)NC1CCCC1
22: Fc1ccc(C(c2nnnn2CCc2ccccc2)N2CCCc3ccccc32)cc1 (centres undefined)
23: Cc1ccc(-n2c(N)c(C(=O)N3CCOCC3)sc2=S)c(C)c1
24: O=C(c1cccc(F)c1)N1CCC(N2CCOCC2)CC1

entry no.	17	18	19	20	21	22	23	24
Measles CPE	3	4	28	11	8	4	6	11
Yeast growth inh	-2	-2	43*	-38	-6	-36	-27	-18
NPY-Y2 antag	-4	4	19*	2	3	38*	-2	0
bCat KO growth	48	90	96	97	79	40	92	106
GALR2 antag	-8	10	-8	-5	-1	-9	3	2
MRP-1 activ	3.3	-0.4	-3.2	-0.7	-1.2	-4.4	-5.1	-0.3
E-sel TNF inh	/	38	2	-10	/	/	/	-18
HCT116 PTEN-null	44	96	89	85	89	33	97	109
Yeast lifespan up	3	15	-9	-2	-5	-8	-25	-4
Phagocytosis inh	/	-4	/	-1	0	-1	0	0

25: COc1ccc(C2N(S(=O)(=O)c3ccc(C)cc3)CCN2S(=O)(=O)c2ccc(C)cc2)cc1
26: COc1ccc2c(-c3ccccc3)cc(SCC(=O)NC3CCS(=O)(=O)C3)nc2c1 (centres undefined)
27: CCOC(=O)c1ccc(NC(=O)CSc2nnc(CNC(=O)c3c(F)cccc3Cl)o2)cc1
28: COc1ccccc1N1CCN(S(=O)(=O)c2ccc(Br)s2)CC1
29: COc1ccc(N)c2c1OCCC2=O
30: Cc1ccc(-n2cc3ccc([N+](=O)[O-])cc3n2)cc1
31: N#CCCn1c(SCC(=O)NCC2CCCO2)nc2ccccc21 (centres undefined)
32: Cc1cc(C)c(C)c(/C=C(/C#N)C(N)=S)c1C

entry no.	25	26	27	28	29	30	31	32
Measles CPE	2	14	22	15	5	5	12	4
Yeast growth inh	-28	13	-15	-28	-7	-43	-76	-58
NPY-Y2 antag	9	10	-2	2	-1	0	2	2
bCat KO growth	91	89	104	92	93	79	89	90
GALR2 antag	-10	2	-11	-12	19	3	-4	-19
MRP-1 activ	-0.1	-2.4	-1.3	-0.6	-3.2	-1.1	-1.0	-3.7
E-sel TNF inh	11	-17	8	-3	/	-26	/	12
HCT116 PTEN-null	93	84	110	95	95	84	100	84
Yeast lifespan up	-2	-10	-17	-8	-5	/	-10	-19
Phagocytosis inh	-1	-6	-1	0	-3	/	-2	4

33: Cc1cc(=O)oc(C)c1C(=O)N1CCCCC1
34: COc1ccc(NS(=O)(=O)Cc2ccccc2)cc1OC
35: Cc1ccc(C(=O)O/N=C/c2c(C(F)(F)F)nn(C)c2Sc2ccc(Cl)cc2)cc1
36: CCCCCc1nnc(NC(=O)C(=O)OCC)s1
37: Cc1nc2ccccn2c1C(=O)c1ccccc1
38: CCOC(=O)c1ccc(-c2n[nH]c(=O)c3ccccc23)cc1
39: O=C(COC(=O)c1cccc2ccccc12)NCCCc1ccccc1
40: COc1ccc(C(F)(F)F)cc1NC(=O)c1nc2nc(C)cc(C(F)F)n2n1

entry no.	33	34	35	36	37	38	39	40
Measles CPE	14	9	6	4	8	14	10	17
Yeast growth inh	-53	10	-73	-47	-10	-23	-23	-15
NPY-Y2 antag	0	7	1	6	1	0	10	0
bCat KO growth	104	101	72	95	90	95	93	90
GALR2 antag	5	-7	-4	10	8	-7	2	2
MRP-1 activ	0.4	-1.8	-1.4	-0.6	-1.8	-2.6	0.2	-0.9
E-sel TNF inh	-31	-3	1	-5	/	1	17	-33
HCT116 PTEN-null	97	97	82	107	100	95	101	84
Yeast lifespan up	9	-8	-1	39*	-7	-21	1	-8
Phagocytosis inh	/	0	-2	/	-2	-2	-5	6

41: COC(=O)CSc1ccc2nnc(-c3ccc(F)cc3)n2n1
42: Cc1c(C(=O)N2CCN(c3ccccn3)CC2)oc2ccccc12
43: NC(=O)C1CCN(C(=O)CN2CCN(c3cccc(C(F)(F)F)c3)CC2)CC1
44: CCc1cc2c3c(c(=O)oc2cc1OC)CCCC3
45: Cc1ccc(Oc2ccc(Oc3ccc(C)cc3)nn2)cc1
46: CCOC(=O)c1c(C)[nH]c(C(=O)COC(=O)c2oc3ccccc3c2C)c1C
47: CC(C)NCCCCOc1cccc(Br)c1
48: N#CCSc1nc(N)c(C#N)c(C2CCCCC2)c1C#N

entry no.	41	42	43	44	45	46	47	48
Measles CPE	2	7	9	13	20	2	3	7
Yeast growth inh	-1	-50	-46	-18	-57	-4	-13	-1
NPY-Y2 antag	0	2	6	8	7	0	3	2
bCat KO growth	82	85	87	80	103	94	90	68
GALR2 antag	-7	-6	-6	4	4	6	-5	-10
MRP-1 activ	-1.2	-1.6	-0.6	0.3	0.7	-2.9	-2.1	-1.3
E-sel TNF inh	-22	-6	/	-8	/	-4	13	10
HCT116 PTEN-null	86	84	92	82	93	87	98	53
Yeast lifespan up	-24	-10	10	-2	8	-1	5	-16
Phagocytosis inh	/	0	0	4	/	2	-4	/

49: Cc1sc(N/N=C/C=C/c2ccccc2)nc1-c1ccccc1
50: COc1ccccc1/C=C/C=N/N1CCN(c2ccccn2)CC1
51: CCCCOC(=O)Nc1nc2ccc(OC)cc2s1
52: O=C(NCc1ccco1)c1cc(-c2cccnc2)nc2ccccc12
53: CCCc1nn(C)c(C(=O)Nc2ccc(C(C)(C)C)cc2)c1Cl
54: Cc1c(C(N)=O)sc2ncn(CC(=O)OC(C)C)c(=O)c12
55: Cc1[nH]n(-c2cccc3ccccc23)c(=O)c1C=Nc1ccc2[nH]c(=O)[nH]c2c1
56: Clc1ccc(COn2c(-c3ccccc3)nc3ccccc32)cc1

entry no.	49	50	51	52	53	54	55	56
Measles CPE	15	17	6	19	2	5	20	4
Yeast growth inh	-18	-29	-79	-45	-31	-28	-28	-24
NPY-Y2 antag	0	6	0	3	9	1	1	37*
bCat KO growth	85	99	100	90	89	86	100	47
GALR2 antag	10	-3	7	-4	-7	3	-3	-1
MRP-1 activ	-1.9	-0.6	0.6	-4.2	1.0	-1.6	0.9	-2.9
E-sel TNF inh	-27	-4	-8	0	/	8	-17	15
HCT116 PTEN-null	77	94	104	96	85	95	94	45
Yeast lifespan up	-7	-20	-9	-23	12	-16	1	-21
Phagocytosis inh	/	/	0	0	-2	2	-2	0

57: Cc1ccc2nc(C)c(Cl)c(=O)n2c1
58: CC(C)NC(=O)/C(C#N)=C/c1ccc2c(c1)OCCO2
59: Cc1cc2c(cc(C(=O)OCC(=O)NCc3ccco3)n2C)s1
60: Cc1nc2nc(COc3ccccc3)[nH]n2c(=O)c1C
61: COc1cc(C(=O)NC(c2ccccc2)c2ccccc2)cc(Cl)c1OC
62: CCOCCCNC(=O)C1CCN(C(=O)N(C)C)CC1
63: COC(=O)c1nn(-c2c(C)n(C)n(-c3ccccc3)c2=O)cc1O

entry no.	57	58	59	60	61	62	63
Measles CPE	26	3	8	5	7	22	5
Yeast growth inh	-9	24	-29	-16	-15	-25	-61
NPY-Y2 antag	0	0	8	0	5	0	4
bCat KO growth	103	87	25	91	93	90	95
GALR2 antag	-2	-7	1	4	-15	5	9
MRP-1 activ	-2.9	-2.6	-5.2	-2.4	1.7	-1.1	-1.4
E-sel TNF inh	20	54	27	/	-34	5	16
HCT116 PTEN-null	96	87	27	92	85	100	94
Yeast lifespan up	-23	-6	-25	-7	-2	-14	10
Phagocytosis inh	-2	-5	/	1	-9	1	0

# Ordered by the number under NPY-Y2 antag (rising): some entries from above
item	SMILES	Measles CPE	Yeast growth inh	NPY-Y2 antag	GALR2 antag	E-sel TNF inh	Yeast lifespan up	Phagocytosis inh
58	CC(C)NC(=O)/C(C#N)=C/c1ccc2c(c1)OCCO2	3	24	0	-7	54	-6	-5
61	COc1cc(C(=O)NC(c2ccccc2)c2ccccc2)cc(Cl)c1OC	7	-15	5	-15	-34	-2	-9
59	Cc1cc2c(cc(C(=O)OCC(=O)NCc3ccco3)n2C)s1	8	-29	8	1	27	-25	/

# Bioassay records from PubChem BioAssay.
